Screening results (PubChem)
M1AAP inhibition: P. falciparum M1AAP inhibitors, biochemical, fluorogenic H-Leu-NHMec substrate, 1536-well (AID 1445); recombinant M1AAP, H-Leu-NHMec fluorogenic kinetic assay; higher % means a stronger effect; inhibition, % at 30 µM, or IC50 in µM where a hit was titrated; 220,000 tested, 0.42% active;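 active = primary inhibition above the hit cutoff, then over 50% inhibition at one or more dose response concentrations, cut at about 23% in these data, passing the limit was not always enough; inconclusive = conflicting primary data, or primary hits not chosen for dose response; inactive = low primary inhibition, or under 50% at every dose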;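 note: plate controls were DMSO full reaction for no effect and no enzyme background for full effect; strong numbers were not always called active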
KOR beta-arrestin-1: KOR antagonists, beta-arrestin recruitment, cell-based, luminescence, uHTS (AID 1778). KOR beta-arrestin recruitment, luminescence, antagonist mode; higher % means a stronger effect. inhibition, % at 10 µM, or IC50 in µM where a hit was titrated. 290,000 tested, 0.091% active; note: strong numbers were not always called active
HEK293 NOD2/NF-kB: inhibition of NOD2-driven NF-kB reporter – cell-based, luminescence, uHTS, HEK293 (AID 1566). HEK293 NOD2/NF-kB luciferase reporter, luminescence; higher % means a stronger effect. 290,000 tested, 0.63% active. one-dose inhibition, % at 4 µM; EC50 in µM for titrated hits; note: many of its hits are not listed in these tables
GPR55 activation: selective activators of receptor GPR55 – imaging, U2OS cells, beta-arrestin-GFP redistribution, primary screen (AID 1961); U2OS GPR55 beta-arrestin-GFP redistribution imaging; higher % means a stronger effect; activation, % at 10 µM; hits with a dose series show EC50 in µM; 290,000 tested, 0.048% active;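 active = activation above 40% with more than 50 cells counted in the well; inconclusive = wells holding fewer than 50 cells, flagged as toxic or sparse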;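 note: U2OS osteosarcoma cells stably expressing GPR55 and beta-arrestin-GFP; plate controls were DMSO negative control for no effect and LPI positive control for full effect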
AID2073: disruptors of CaV2.2 binding to Mint1 – biochemical, HTRF (AID 2073); HTRF protein-protein interaction, Mint1-CaV2.2; higher % means a stronger effect; one-dose inhibition, % at 20 µM; IC50 in µM for titrated hits; 290,000 tested, 0.19% active; in the data active = inhibition mostly above about 51%, no sharp cut-off; inconclusive = no clear call, values can overlap the other calls; inactive = mostly below about 53%; note: some results filed as inactive read as strong as hits
NOD1 inhibition: inhibition of NOD1-driven NF-kB reporter – cell-based, luminescence, uHTS, primary screen (AID 1578); inhibition, % at 4 µM, or EC50 in µM where a hit was titrated; NOD1-driven NF-kB luciferase reporter cells, luminescence; higher % means a stronger effect; 290,000 tested, 1% active; in the data active = inhibition mostly above about 36%, no sharp cut-off; inactive = mostly below about 34%;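 note: HEK-293T reporter cells stimulated with the NOD1 agonist gamma-tri-DAP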
Dynein transport: dynein cargo transport inhibition; 220,000 tested, 0.47% active; z-score, hits read low; 3617.4 mouse cells, GR-EGFP nuclear translocation imaging; test concentration mostly 20 µM; stimulated with dexamethasone, 1 µM; active compounds read low;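 active = plate z-score of nuclear minus cytoplasmic receptor signal below a set negative limit, without overly bright fluorescence or cell loss, cut at about -3.5 in these data, passing the limit was not always enough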;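 note: z-score of nuclear minus cytoplasmic ring GR-EGFP intensity difference per well; some compounds called inactive have numbers as strong as hits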
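Buffer or medium – tet-free medium with charcoal-stripped serum · Signal – automated 10x imaging of fixed Hoechst-stained cells · Also added – dexamethasone agonist, 1.0 µM final, for 30 min · Incubation – induction 48 h, compound 1 h, agonist 30 min · Read-out – GR-EGFP nuclear translocation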
M17LAP inhibition: P. falciparum M17LAP inhibitors, primary screen, biochemical, fluorogenic H-Leu-NHMec substrate, 1536-well (AID 1619). recombinant M17LAP, H-Leu-NHMec fluorogenic kinetic assay; higher % means a stronger effect. inhibition, % at 30 µM, or IC50 in µM where a hit was titrated. 220,000 tested, 0.38% active;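 active = compound inhibiting the enzyme by more than half at any dose during confirmatory dose-response retesting; inconclusive = strong single-dose inhibitors picked by rank but not retested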;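 note: plate controls were full reaction with DMSO carrier for no effect and no enzyme background for full effect; strong numbers were not always called active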
KOR beta-arrestin-2: KOR agonists, beta-arrestin recruitment, primary screen, cell-based, luminescence, uHTS (AID 1777); one-dose activation, % at 10 µM; EC50 in µM for titrated hits; 280,000 tested, 0.02% active; KOR beta-arrestin recruitment, luminescence; higher % means a stronger effect; in the data active = activation above about 50%, passing the limit was not always enough; note: a part of the inactive calls stands beside numbers as strong as those of hits
Dynein transport cytoplasmic EGFP: also measured in Dynein transport; calls as there; z-score; measured here: cytoplasmic GR-EGFP intensity; active compounds read high
Dynein transport nuclear GR-EGFP: further read-out of Dynein transport, marked with its call; z-score; measured here: nuclear GR-EGFP intensity;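 lower value marks the stronger effect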
Dynein transport cell count: second read-out of Dynein transport, no call of its own (marks repeat the call); z-score; measured here: cell count per field
* marks the source's active call; other numbers are inactive results; ? = inconclusive; . = not tested or not shown; [ ] = remark or other dose. Cut-off read from the data, not from the text of the source, unless noted: active = inhibition above about 50%; inactive = the rest. The list is partial; the hit share may differ from the screen's.

Results follow in this order: M1AAP inhibition	KOR beta-arrestin-1	HEK293 NOD2/NF-kB	GPR55 activation	AID2073	NOD1 inhibition	Dynein transport	Dynein transport cytoplasmic EGFP	Dynein transport nuclear GR-EGFP	Dynein transport cell count	M17LAP inhibition	KOR beta-arrestin-2
1) CCCCOc1ccc(N2C(=O)CC(N(CCc3ccccc3)C(=O)/C=C/C(=O)O)C2=O)cc1 (stereo not drawn)
 : -1%	17%	-16%	0.3%	35%	-44%	-0.97	-0.29	-0.89	1.3	55%	-0.6%
2) Cc1occc1C(=O)Nc1ccc(Br)cc1F
 : -1%	11%	-34%	-0.1%	-2%	-46%	1.3	0.91	0.62	-1.4	-2%	0.9%
3) CCOC(=O)C(Sc1ncnc2c1sc1nc(N3CCOCC3)c3c(c12)CCCC3)c1ccccc1 (stereo not drawn)
 : 4%	6%	5%	-0.1%	?	17%	0.49	0.54	-0.027	-0.72	-15%	1.3%
4) COc1cc(C(=O)NCCC(=O)NC(C)CCc2ccccc2)cc(OC)c1OC (stereo not drawn)
 : .	-24%	14%	0.5%	4%	-22%	.	.	.	.	.	-3.0%
5) COC(=O)CSc1nnc([C@H](Cc2ccccc2)NC(=O)OC(C)(C)C)o1
 : 2%	18%	8%	-0.1%	-8%	7%	-0.08	-0.12	-0.2	0.2	-1%	-0.2%
6) CC(C)C(=O)N1CCC(n2nccc2NC(=O)CCOc2ccccc2)CC1
 : .	-15%	9%	-0.1%	7%	-1%	.	.	.	.	.	2.0%
7) COc1ccc(CC(=O)Nc2ccc(OC(C)=O)cc2C(=O)O)cc1
 : -3%	-5%	17%	0.0%	0%	-18%	-0.21	-0.25	0.011	0.01	-2%	-2.4%
8) CCOc1cc(N2CCOCC2)c(OCC)cc1NS(=O)(=O)c1ccc(Cl)s1
 : 20%	-6%	-32%	-0.1%	-1%	-17%	-0.35	-0.19	0.13	-0.31	11%	-0.4%
9) Cc1nn(-c2nc3ccccc3[nH]2)c(N)c1-c1ccc(Cl)cc1
 : -16%	34%	-50%	0.2%	0%	-16%	0.79	-0.12	-0.57	0.0016	-10%	2.0%
10) O=c1[nH]c(=O)n(Cc2ccccc2)c2nc(-c3cccs3)n(CCO)c12
 : 10%	5%	16%	0.5%	28%	-7%	1.8	-0.05	0.72	-2	-6%	-1.5%
11) CCCCOC(=O)c1ccc(NC(=O)c2cnc3n(c2=O)CCS3)cc1
 : 0%	19%	31%	-0.1%	25%	35%	1.6	-0.05	1	-1.3	-2%	-0.4%
12) COC(=O)[C@@H]1C[C@@]2(O)[C@H](O)[C@H](O)[C@H](O)C[C@H]2N1CC1CC1
 : 2%	6%	8%	-0.1%	4%	2%	0.065	-0.81	-0.028	0.23	3%	-0.2%
13) O=C(CCNC(=O)c1ccco1)Nc1ccc(N2CCOCC2)cc1
 : 10%	15%	18%	0.1%	7%	-29%	-0.13	-0.33	0.089	-0.033	-5%	-3.5%
14) O=C(O)c1ccc(NS(=O)(=O)c2cccc(C(=O)Nc3ccc(Br)cc3)c2)cc1
 : .	-26%[20 µM]	16%	-0.2%	16%	-13%	.	.	.	.	.	-4.0%
15) COCCN(Cc1cccs1)S(=O)(=O)c1ccc(-c2ccc(=O)[nH]n2)s1
 : .	-12%	-10%	0.0%	7%	-28%	.	.	.	.	.	2.3%
16) c1ccc(CCc2nc(-c3ccncc3)no2)cc1
 : 0%	16%	-18%	0.0%	2%	-38%	-0.4	-0.31	-0.15	0.87	-8%	0.8%
17) Cc1nn(C(C)C(=O)NCC2CCCO2)c(=O)c2c1sc1ccccc12 (stereo not drawn)
 : .	-26%	18%	0.0%	-6%	3%	.	.	.	.	.	-0.6%
18) Cc1ccc(S(=O)(=O)N2CCC(C(=O)Nc3nnc(C45CC6CC(CC(C6)C4)C5)s3)CC2)cc1
 : -2%	1%	2%	-0.3%	5%	2%	-0.13	-0.12	-0.095	-0.22	1%	2.3%
19) CN(Cc1c(F)cccc1Cl)c1ccc(S(=O)(=O)N2CCOCC2)cn1
 : -2%	-11%	-10%	-0.1%	20%	4%	0.39	-0.19	0.041	-0.2	16%	-5.3%
20) CCC(C)c1ccccc1NS(=O)(=O)c1cnn(CC)c1 (stereo not drawn)
 : .	2%	-4%	-0.1%	-3%	-12%	.	.	.	.	.	2.8%
21) COC(=O)c1ccc(CSc2nc3ccccc3c(=O)n2CC(C)C)o1
 : 13%	15%	18%	0.1%	-4%	.	-0.047	-0.23	-0.89	0.4	-5%	-0.3%
22) CC(C)c1ccc(NC(=O)N2CCCC2C(=O)Nc2ccc(-n3cnnn3)cc2)cc1 (stereo not drawn)
 : -4%	-18%[20 µM]	13%	-0.1%	4%	-18%	1.6	1.7	1.3	-1.7	18%	-14%
23) CN(Cc1cccc2cnccc12)C(=O)c1cc(COc2ccc(F)cc2F)on1
 : .	-38%	39%	0.0%	8%	18%	.	.	.	.	.	-0.3%
24) O=C1Nc2ccccc2Nc2ccc([N+](=O)[O-])cc21
 : .	-44%	-64%	-0.1%	6%	-1%	.	.	.	.	.	12%
25) CN1CCN(c2ccc([N+](=O)[O-])cc2C(=O)c2ccccc2)CC1
 : 7%	16%	-2%	2.1%	-3%	-17%	0.68	-0.22	0.69	-0.68	26%	-6.9%
26) CCCC(=O)Nc1ccc(C(=O)NNC(=O)c2ccco2)cc1
 : -5%	-8%	1%	0.2%	20%	-6%	0.29	-0.21	0.71	0.79	10%	0.8%
27) Nc1nonc1C(=O)OCC(=O)c1ccc(Cl)cc1
 : -1%	21%	16%	-0.2%	41%	-33%	-0.12	-0.054	0.4	1.2	14%	-4.4%
28) CCCCOC(=O)n1ccc(C(=O)Nc2ccccc2OC)n1
 : 4%	10%	18%	-0.2%	-1%	2%	-0.7	-0.22	-0.43	1.1	6%	8.9%
29) c1cncc(-c2csc(NCc3ccco3)n2)c1
 : 1%	-10%	-2%	-0.1%	-6%	8%	-0.22	-0.26	0.19	0.37	14%	2.9%
30) COc1cc(NS(=O)(=O)c2ccc(N/C=C(\C=O)c3nc4cc(Cl)ccc4o3)cc2)nc(OC)n1
 : 11%	45%	-2%	-0.1%	6%	6%	0.49	1.4	0.64	-0.76	13%	0.2%
31) COc1ccccc1-c1noc2ncnc(Nc3ccc4c(c3)OCO4)c12
 : .	13%[20 µM]	6%	-0.1%	8%	-21%	.	.	.	.	.	-1.9%
32) O=C(c1cccc2ccccc12)C1CCCN(C(=O)c2ccc(N3CCOCC3)cc2)C1 (stereo not drawn)
 : 2%	-22%	12%	-0.2%	0%	-31%	-0.77	-0.23	-0.5	0.74	-17%	2.2%
33) CC(=O)Nc1ccc(S(=O)(=O)N(C)c2ccc(O)cc2)cc1
 : 7%	-26%	6%	0.0%	1%	15%	-0.13	-0.031	0.019	0.76	-1%	-5.0%
34) COc1ccccc1N1CCN(C(=O)CCc2nnc3ccc(N4CCCC4)nn23)CC1
 : .	-20%	24%	-0.2%	-5%	13%	.	.	.	.	.	-3.2%
35) Cc1cccc(C(=O)NNC(=O)c2ccc(Br)cc2)c1
 : -3%	-27%[20 µM]	23%	0.5%	1%	-24%	0.21	-0.16	0.16	0.69	18%	-6.4%
36) CCOc1cc(C(=O)NCc2ccco2)cc(OCC)c1OCC
 : .	11%[20 µM]	6%	-0.1%	8%	-26%	.	.	.	.	.	-9.2%
37) CC(C)CNC1CS(=O)(=O)CC1O (stereo not drawn)
 : 0%	10%	3%	0.0%	2%	-11%	-0.52	-0.71	-0.46	-0.52	-9%	0.1%
38) COc1ccc(C(=O)NCCc2ccccc2)cc1[N+](=O)[O-]
 : .	2%	-2%	0.2%	8%	56%	.	.	.	.	.	-4.9%
39) C=CCNC(=O)C12CCC(C)(C(=O)C1Br)C2(C)C (stereo not drawn)
 : 2%	-15%	14%	-0.3%	1%	-6%	-0.55	-0.31	-0.64	1	-1%	3.9%
40) CCCCNC(=O)CSc1nc2ccc(C)cc2[nH]1
 : 4%	-16%	4%	0.2%	-4%	-36%	-0.55	-0.2	-0.53	0.52	0%	-4.6%
41) COC(=O)c1ccc(Cn2cc(C(F)(F)F)cc([N+](=O)[O-])c2=O)cc1
 : 8%	-24%	-2%	0.6%	0%	-18%	-0.37	-0.24	0.12	0.49	6%	-2.5%
42) Cc1nc(SCCOc2ccccc2)[nH]c(=O)c1Cc1ccccc1
 : 5%	3%	4%	-0.3%	14%	-15%	-0.12	0.72	0.2	-0.2	-2%	12%
43) CN1CCN(C(=O)C2=C[C@@H](C3CC3)C[C@@H](OCc3ccc(CO)cc3)O2)CC1
 : -2%	-7%	-17%	0.1%	6%	-17%	-0.72	-0.29	-0.091	-0.29	-1%	-0.6%
44) Cc1nc2cc(F)ccc2n1C1CCN(C(=O)c2ccc(F)cc2F)CC1
 : -3%	-5%	9%	0.0%	9%	-20%	1	-0.13	0.7	-1.5	-17%	-0.3%
45) Cc1ccc(CC2C(=O)N(c3cc(Cl)ccn3)C(=O)C2C)cc1 (stereo not drawn)
 : 3%	0%	-5%	0.0%	7%	-10%	0.14	-0.15	0.26	0.0033	-3%	0.2%
46) Cc1cc(C)n2nc(SCc3ccc(F)cc3Cl)nc2n1
 : .	-2%	39%	0.6%	16%	1%	.	.	.	.	.	-3.2%
47) CCC(C)(C)NC(=O)C(c1ccccn1)N(C(=O)c1csnn1)c1ccccc1 (stereo not drawn)
 : -1%	1%	5%	-0.1%	11%	-19%	0.51	-0.29	0.52	0.41	-10%	-0.9%
48) COc1ccc(-c2csc3nc(-c4ccccc4OC)oc(=O)c23)cc1
 : 9%	-61%[20 µM]	.	.	20%	.	-1.3	0.09	-0.27	-0.029	2%	3.8%
49) Cc1nn(-c2ccccc2)c(C)c1C(=O)Nc1ccc(N2CCOCC2)cc1
 : 0%	-25%	12%	0.1%	-11%	-2%	-0.78	-0.16	-0.39	-0.21	5%	4.4%
50) O=C(CCSc1ccccc1)Nc1ccccc1C(=O)N1CCCC1
 : 9%	.	-1%	-0.2%	-5%	31%	-0.058	-0.012	0.15	0.57	8%	-0.8%
